mABHD4 FP: ABHD4 (mouse) inhibition, primary FP screen; Q8VD66; purified mABHD4, FP-Rh probe fluorescence polarization; inhibition, % at 8.92 µM; actives 0.54% (n = 370,000);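 active = inhibition exceeding the mean over every tested compound plus 3 SD, cut at about 30% in these data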;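 note: 0% = plate median of compound wells and 100% = S159A mutant with DMSO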
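system = mouse ABHD4 enzyme, wild type | medium = HEPES pH 7.0, NaCl, Pluronic buffer | also added = FP-Rh probe | incubation = Enzyme–compound pre-incubation 45 min, then probe 60 min, both 25 °C | technique = fluorescence polarization, excitation 525 nm, emission 598 nm, BODIPY TMR filters | controls = S159A mutant high control, sample median low control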
rCAG RNA binder: binds r(CAG) RNA repeats; r(CAG) RNA repeat, TO-PRO-1 dye displacement fluorescence; actives 1.3% (n = 370,000); inhibition, % at 3 µM; AID 651821;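 active = inhibition above the plate cutoff, the mean of all test compounds on that plate plus 3 SD, cut at about 35% in these data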;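 note: 0% = DMSO alone and 100% = 100 µM mitoxantrone as full dye displacement; higher means more dye released from RNA so lower well fluorescence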
MBD2 DNA inh: inhibitors of human MBD2 binding to methylated oligonucleotide; inhibition, % at 4.4 µM; AID 686964; actives 0.31% (n = 370,000); TR-FRET; in the data active = inhibition above about 13%
UHRF1 binding: human UHRF1 methylated DNA binding inhibitors; Q96T88; inhibition, % at 4.4 µM; UHRF1 binding to methylated oligo, TR-FRET; actives 0.75% (n = 370,000); in the data active = inhibition above about 21%;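 note: UHRF1 SRA domain binding a hemimethylated CpG hairpin DNA probe; 0% = median of test compound wells and 100% = reference inhibitor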
SIAE primary: human SIAE inhibition, primary screen | Q9HAT2 | SIAE FP-Rh probe binding, fluorescence polarization | inhibition, % at 9.66 µM | actives 0.69% (n = 370,000);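 active = inhibition above a cutoff: mean of compounds within the control limits plus 3 SD of those, cut at about 17% in these data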;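 note: 0% = plate median of compound wells and 100% = probe without SIAE protein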
Target sequence (Q9HAT2 whole entry, looked up): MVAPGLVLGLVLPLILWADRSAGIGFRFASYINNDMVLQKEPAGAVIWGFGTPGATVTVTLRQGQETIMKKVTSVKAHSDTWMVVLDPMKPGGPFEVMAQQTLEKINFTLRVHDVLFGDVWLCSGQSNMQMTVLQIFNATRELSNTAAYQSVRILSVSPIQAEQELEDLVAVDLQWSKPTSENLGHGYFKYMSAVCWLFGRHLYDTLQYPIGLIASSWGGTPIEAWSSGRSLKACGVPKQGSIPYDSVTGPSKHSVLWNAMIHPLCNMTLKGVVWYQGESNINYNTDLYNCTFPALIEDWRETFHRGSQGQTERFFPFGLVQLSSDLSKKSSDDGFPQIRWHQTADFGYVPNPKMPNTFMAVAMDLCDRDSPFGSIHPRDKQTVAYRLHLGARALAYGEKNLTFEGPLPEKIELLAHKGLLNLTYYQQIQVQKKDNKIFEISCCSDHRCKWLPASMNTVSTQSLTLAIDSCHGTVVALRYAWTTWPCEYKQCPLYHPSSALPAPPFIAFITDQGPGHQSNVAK
PRMT1 inh: blocks human protein arginine methyltransferase 1 | recombinant PRMT1, activity-based probe fluorescence polarization | actives 1.3% (n = 370,000) | Q99873 | inhibition, % at 2.79 µM | AID 652257;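 active = inhibition above about 21% made by adding two undisclosed values, limit read from the data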
Target sequence (Q99873 whole entry, looked up): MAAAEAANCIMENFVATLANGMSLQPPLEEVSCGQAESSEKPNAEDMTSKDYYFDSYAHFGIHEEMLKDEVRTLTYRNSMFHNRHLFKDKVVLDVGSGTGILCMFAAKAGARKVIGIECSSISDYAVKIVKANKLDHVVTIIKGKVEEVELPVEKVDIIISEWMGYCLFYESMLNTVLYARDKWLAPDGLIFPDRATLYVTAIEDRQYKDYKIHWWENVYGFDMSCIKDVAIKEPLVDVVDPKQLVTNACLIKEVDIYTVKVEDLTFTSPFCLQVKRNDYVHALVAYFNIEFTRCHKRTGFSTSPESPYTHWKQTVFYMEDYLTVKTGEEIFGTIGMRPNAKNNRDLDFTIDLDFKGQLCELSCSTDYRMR
NPR2 activator: GC-B (human) receptor activation. activation, % at 10 µM. actives 0.11% (n = 370,000). HEK293-GC-B cells, CNP EC30, cGMP TR-FRET; 0% at EC30 CNP, 100% saturating CNP;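 active = activation at 10 µM reaching about 35% in either raw or pattern-adjusted values, limit read from the data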
TCR-CD3 inh: human TCR-CD3 binding inhibition | TAMRA-labeled TCR probe fluorescence, biochemical | inhibition, % at 9.4 µM | actives 0.37% (n = 360,000); in the data active = inhibition above about 19%;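 note: recombinant mutant TCR 2C K166C tagged with TAMRA read by polarization; 0% = receptor in buffer alone and 100% = receptor with positive control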
HTRA1 inhibitor: HTRA1 (human) protease inhibition | recombinant HTRA1, FP-rhodamine activity-based probe, fluorescence polarization | Q92743 | inhibition, % at 5.96 µM | actives 0.5% (n = 340,000); in the data active = inhibition above about 36%;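 note: 0% = enzyme with DMSO and 100% = wells lacking enzyme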
NPR1 activator: GC-A (human) enzyme activation; P16066; HEK293 GC-A cells, cGMP TR-FRET, EC30 ANP; 0% at EC30 ANP, 100% saturating ANP; activation, % at 10 µM; actives 0.14% (n = 370,000); AID 1671463; in the data active = activation above about 40%
An asterisk follows results filed as active; · = no result given. Some of the compounds tested; the hit share may differ from the screen's.

SMILES	mABHD4 FP	rCAG RNA binder	MBD2 DNA inh	UHRF1 binding	SIAE primary	PRMT1 inh	NPR2 activator	TCR-CD3 inh	HTRA1 inhibitor	NPR1 activator
C[C@@H]1CCCCCCCCC(=O)OCCN(C(=O)OC(C)(C)C)[C@H](C)CCCCCCCCC(=O)OCCN(C(=O)OC(C)(C)C)[C@H](C)CCCCCCCCC(=O)OCCN(C(=O)OC(C)(C)C)[C@H](C)CCCCCCCCC(=O)OCCN1C(=O)OC(C)(C)C	1	0	1	-3	-2	0	-3	-4	3	0
O=C(CSc1nnc2n(C3CCCC3)c(=O)c3ccccc3n12)N1CCCCCC1	-1	1	1	1	-2	1	5	3	-8	4
CCOc1ccc(S(=O)(=O)NCCC(=O)N(CC)CC(=O)Nc2c(F)cccc2F)cc1	1	-6	-6	2	1	0	-4	4	-4	-1
CCOc1ccc(/C=C(\C(=O)O)c2ccc(S(=O)(=O)N3CCOCC3)s2)cc1OC	-9	10	2	2	-7	1	3	-6	-1	-3
C/C(CC(=O)Nc1ccc(Cl)cc1Cl)=N\NC(=O)C(=O)N1CCCC1	6	4	3	-1	6	2	0	2	5	-3
Cc1cc(C(=O)OCC(=O)Nc2c(Cl)cccc2C(F)(F)F)c(C)o1	4	0	0	-1	-3	-3	2	4	-9	-2
Cc1cccc(C(=O)OCc2cc3ccccc3[nH]c2=O)c1	3	-4	-2	-1	-8	1	2	1	-14	4
COc1cccc(N2CCN(C(=O)c3ccc4nc(N5CCC(C)CC5)sc4c3)CC2)c1	10	-2	1	-1	-5	0	9	3	·	1
Cc1cccc(NC(=O)c2cc(-c3cc(C)c(C)cc3O)n[nH]2)c1	0	3	5	1	-7	3	-6	-1	4	-2
CC(C)C(=O)N1CCC1(C)C(=O)NCc1ccc(F)cc1Cl (stereo unspecified)	5	0	0	0	8	-5	4	-1	·	2
O=C(O)c1ccccc1Cc1ccc2c(c1)CCCC2	-1	4	-3	2	6	-3	4	2	3	2
Cc1ccc(S(=O)(=O)NC2CCCCCC2)cc1	4	1	2	-1	-3	-1	-8	-1	-1	-6
COc1ccc(-c2cccc(C3CC=CC4C3C(=O)N(Cc3ccccc3)C4c3ccc(C(F)(F)F)cc3)c2)cc1 (stereo unspecified)	-5	5	-2	3	-2	-2	-1	5	-32	-1
CCOc1ccccc1OCCOc1ccccc1CC	0	-5	0	1	-1	-1	-16	8	-12	-5
CN(c1ccccc1)S(=O)(=O)c1cccc(NC(=O)CN2CCc3ccccc3C2)c1	-2	-1	-3	-3	-2	-3	-2	4	-19	2
N#C/C(C(=O)Oc1ccccc1)=C1\C=CC=CN1	-2	0	8	4	4	-3	0	-8	-3	2
Cc1cc(C)c2[nH]c(=O)c(C(c3nnnn3Cc3ccc4c(c3)OCO4)N3CCCCC3)cc2c1 (stereo unspecified)	1	2	-6	-1	-1	-2	-16	0	4	-17
COc1cccc(CNn2cn[nH]c2=S)c1OCc1ccccc1	3	-1	-7	0	5	-1	2	1	-8	0
CCC(=O)Oc1ccc(-c2cnc3ccccc3n2)cc1	-3	-1	-5	4	-2	1	-5	3	-4	0
Fc1ccc(NC(=S)Nc2ccccc2Cl)cc1	-2	0	3	1	1	2	2	4	5	0

3 compounds already listed, sorted by count of non-hydrogen atoms, largest number first:
SMILES	mABHD4 FP	rCAG RNA binder	MBD2 DNA inh	UHRF1 binding	SIAE primary	PRMT1 inh	NPR2 activator	TCR-CD3 inh	HTRA1 inhibitor	NPR1 activator
CCOc1ccc(S(=O)(=O)NCCC(=O)N(CC)CC(=O)Nc2c(F)cccc2F)cc1	1	-6	-6	2	1	0	-4	4	-4	-1
CCOc1ccccc1OCCOc1ccccc1CC	0	-5	0	1	-1	-1	-16	8	-12	-5
N#C/C(C(=O)Oc1ccccc1)=C1\C=CC=CN1	-2	0	8	4	4	-3	0	-8	-3	2

Next section
SMILES	mABHD4 FP	rCAG RNA binder	MBD2 DNA inh	UHRF1 binding	SIAE primary	PRMT1 inh	NPR2 activator	TCR-CD3 inh	HTRA1 inhibitor	NPR1 activator
Cc1cc(C(=O)CSc2cccc[n+]2[O-])c(C)n1-c1ccc(OC(F)F)cc1	4	-7	1	2	2	-2	1	0	-3	5
O=C(O)c1ccc(NC2=C/C(=N/S(=O)(=O)c3cccs3)c3ccccc3C2=O)cc1	37*	17	-15	3	3	1	-5	6	42*	-4
CC(=O)Nc1cccc(NC(=S)Nc2ccc(F)c(Cl)c2)c1	-3	1	2	2	5	9	3	-2	-7	6
Cc1cccc(C)c1NS(=O)(=O)c1cc2c3c(c1)CC(=O)N3CCC2	-5	11	1	-1	-11	1	3	8	-2	3
COc1cc2c(-c3ccc4cc[nH]c4c3)c(-c3ccsc3)oc(=O)c2cc1OC	-39	21	1	-1	-14	-4	-9	-1	-49	-12
Cc1ccc(S(=O)(=O)NCC(c2ccc3c(c2)OCO3)N2CCN(c3ccccc3)CC2)cc1 (stereo unspecified)	-3	0	3	3	-3	2	7	-6	-1	-2
CSCCCNC(=S)Nc1ccc(N2CCOCC2)cc1	4	-3	-2	-1	8	-2	2	4	3	2
Cc1cc(N2C(=O)C(=O)/C(=C(/O)c3ccccc3)C2c2cccc(Br)c2)no1 (stereo unspecified)	-9	5	8	6	-13	10	-1	-8	2	2
CCOc1ccc(N(C)S(=O)(=O)c2ccc(C)c(C(=O)OCC(=O)c3c[nH]c4ccccc34)c2)cc1	-1	6	-2	4	-44	0	7	0	-89	-1
Cc1ccc(CNC(=O)CC(NC(=O)c2ccccc2)c2ccccc2)cc1 (stereo unspecified)	-3	2	-4	-1	-7	-3	-5	12	-5	-4
O=C1CN(C(=O)COC(=O)c2ccc[n+]([O-])c2)c2ccccc2N1	1	1	-1	0	-5	1	6	5	6	0
CC(=O)c1ccc(OCCCC(=O)N2CCN(S(=O)(=O)c3ccc(C(C)C)cc3)CC2)cc1	-3	-7	-2	1	8	-3	-4	-6	-14	-1
O=C(NC1CCCN(c2ccc(C(F)(F)F)cn2)C1)c1ccncc1 (stereo unspecified)	-4	-3	-2	0	-8	-1	1	-1	-6	3
COC(=O)C1=CN(Cc2cccs2)C=C(C(=O)OC)C1c1ccc(OC)cc1OC	-7	-5	-3	0	-3	-3	-9	5	-7	-24
Clc1ccccc1Cc1noc(CN2CCCCC2CCc2ccccn2)n1 (stereo unspecified)	-2	-7	4	2	-2	0	-3	-7	-4	1
CCOC(=O)C1=C(COC(=O)/C=C/c2ccccc2Cl)NC(=O)NC1C (stereo unspecified)	-7	-11	2	-5	1	0	3	-3	-14	10
CC(C)c1ccc(N(CCc2ccccn2)C(=O)C(C)(C)C)cc1	-1	-10	2	2	8	-2	-1	-12	-3	-6
CCc1ccc2oc(=O)cc(CN3CCC(C)CC3)c2c1	0	-2	-4	-1	-1	-1	-6	3	-26	2
CC(C)COc1ccc(CNC(=S)N/N=C/c2ccc([N+](=O)[O-])cc2)cc1	1	11	2	-2	4	0	-3	-2	-3	-6
CCOc1ccc(-c2nc(N)nc(C)c2-c2ccc(OC)c(OC)c2)c(O)c1	7	-4	-2	2	13	-1	0	2	-14	-1
CCN(CC)CCN(C(=O)c1ccc(C(=O)c2ccccc2)cc1)c1nc2ccc(OC)cc2s1	3	-3	1	2	2	4	0	-1	-34	1
O=C(CN1C(=O)NC2(CCCCC2)C1=O)N1CCN(C(=O)c2cccs2)CC1	4	2	1	1	-1	5	4	-2	0	0
Clc1nc2nc3n(c2nc1Cl)CCC3	-8	1	1	1	0	-1	4	-4	6	6
C/C(=N\NC(=O)C(=O)Nc1c(C)n(C)n(-c2ccccc2)c1=O)c1ccc(Cl)s1	4	-1	-3	-3	7	-2	1	-4	3	0
COCc1ccc(C(=O)N2CCCCC2C(=O)Nc2ccc(-n3nc(C)cc3C)cc2)o1 (stereo unspecified)	1	-9	6	0	-2	4	0	-7	0	-1
CCC(=O)Nc1c(S(=O)(=O)c2ccccc2)c2nc3ccccc3nc2n1C(C)c1ccccc1 (stereo unspecified)	-31	23	-5	-2	-4	0	-4	-8	-30	-9
COc1ccc(NC(=O)CC2SC(N3CCCCC3)=NC2=O)cc1OC (stereo unspecified)	0	-2	5	0	1	-3	3	3	-3	0
CCOc1cc(/C=N/NC(=O)c2cccnc2)ccc1O	0	0	3	-3	2	0	12	1	6	-2
CCCc1ccc(OCc2ccc(C(=O)N3CCSCC3)o2)cc1	5	-6	2	2	0	-1	-1	2	-12	0
CCOC(=O)N1CCC(NC(=O)C2CCN(C(=O)N3CC(C)Oc4ccccc43)CC2)CC1 (stereo unspecified)	0	-8	-2	-1	20*	0	1	-6	0	1
CC(=O)Nc1cccc2c1C(=O)N(c1cccc(OC(C)=O)c1)C2=O	-1	-3	2	0	4	-1	2	0	-14	-2
Cc1ccc(C)c(NS(=O)(=O)c2ccc(-c3coc(C)n3)cc2)c1	2	-1	-4	2	2	-3	-4	-5	-16	0
COCCN(CC(=O)Nc1cccc(C)c1C)C(=O)c1oc2c(Cl)cccc2c1C	-8	0	-6	0	28*	-3	2	1	-18	-7
CCC1c2ccc(C)n2CCN1C(=O)Nc1ccccc1OC (stereo unspecified)	10	-9	-4	-4	1	12	-3	7	0	-3
Cc1cc2nccc(-c3ccccn3)n2n1	-2	-2	-5	-1	6	0	0	12	5	1
CCN(CC)c1ccc(S(=O)(=O)N2CCOCC2)cc1NC(=O)COC(=O)/C=C/c1ccccc1	-6	4	-7	-1	-1	-1	4	2	-19	-5
CC(C)CN(CC(C)C)C(=O)Nc1cccc([N+](=O)[O-])c1	-15	-4	6	2	-6	5	0	-7	9	1
CCN(CC)CCCn1c(SCC(=O)NCC2CCCO2)nc2ccccc2c1=O (stereo unspecified)	4	-4	2	-1	-3	1	-2	0	5	5
CN(C)Cc1ccc(F)cc1Sc1ccc(Cl)cc1Cl	1	-4	3	13	2	-1	-3	2	-17	-5
COc1ccc2[nH]c3c(c2c1)CN(C)CC3	0	0	-3	-1	1	0	1	7	7	1
COc1ccc(-n2nc(C(=O)NCC(=O)Nc3cc(OC)c(OC)c(OC)c3)c3ccccc3c2=O)cc1	1	2	2	2	7	1	4	1	-4	2
COc1cc(/C=C2\SC(=S)N(CCC(=O)N3CCCCC3)C2=O)cc(OC)c1OC	-11	6	5	0	-3	10	5	-7	1	-1
CC1(C)NC(=O)N(CCCC(=O)Nc2ccc(C(F)(F)F)cc2)C1=O	-2	0	0	-3	3	-1	3	2	5	0
Cc1ccc(S(=O)(=O)NN=C(c2ccccc2)c2cccs2)cc1	-13	36*	-7	0	-5	-4	-1	4	-1	-4
CCCOc1ccc(N)cc1N	22	7	-8	6	15	16	-2	5	56*	-3
CCOC(=O)c1sc(NC(=O)c2cc(-c3cccc(O)c3)on2)c(C(=O)OCC)c1C	3	1	0	-2	-3	-1	5	8	3	-2
COc1ccc(C(C)=O)cc1CSc1nnc2c(Cl)cc(Cl)cn12	-8	7	2	3	-7	1	-4	-2	-2	0
N#CC1(NC(=O)COC(=O)c2ccccc2SCC(=O)N2CCCC2)CCCCC1	2	-3	-2	-1	6	-1	-4	2	0	2
CCOC(=O)CSc1nc2cc(C)ccc2cc1C#N	-1	-3	8	19	-4	0	-8	-2	-23	-17
Cc1cc(C(=O)Cn2nnc3ccccc3c2=O)c(C)n1-c1c(C)n(C)n(-c2ccccc2)c1=O	-5	-1	-7	-3	8	-1	1	12	-8	5
Cc1c(C(=O)NCC2CCCO2)oc2ccc(Br)cc12 (stereo unspecified)	-4	2	-2	0	1	-4	-9	-6	-15	-3
